AmpC inh detg: AmpC beta-lactamase inhibition with detergent present; P00811; AmpC hydrolysis of nitrocefin, absorbance 480 nm, 0.01% Triton; Potency, µM (doses to about 114 µM), inactives show top-dose activity change, negative = inhibition, actives largely listed as inhibitors; hit rate 0.041% among 370,000; AID 485294;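 also: potency is read from the fitted curve at half-maximal effect; 0% = no-compound wells and -100% = no-enzyme wells; nearly all actives have a fitted effect of over 25% in size; some results filed as inactive show a strong effect at the top dose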
Target sequence (P00811 whole entry, looked up): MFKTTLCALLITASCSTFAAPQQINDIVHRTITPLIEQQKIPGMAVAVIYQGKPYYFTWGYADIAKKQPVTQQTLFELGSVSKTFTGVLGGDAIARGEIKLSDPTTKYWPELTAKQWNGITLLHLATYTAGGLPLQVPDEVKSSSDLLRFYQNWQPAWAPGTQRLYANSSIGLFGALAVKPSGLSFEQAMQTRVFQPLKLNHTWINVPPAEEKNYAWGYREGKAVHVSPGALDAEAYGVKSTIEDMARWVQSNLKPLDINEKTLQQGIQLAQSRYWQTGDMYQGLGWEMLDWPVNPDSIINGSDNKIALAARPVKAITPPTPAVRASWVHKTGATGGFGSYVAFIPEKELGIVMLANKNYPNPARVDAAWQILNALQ
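AmpC (5.3 nM in the dispensed reagent) in 20 mM phosphate pH 7.0 with 0.01% (detergent screen) or 0.0001% Triton X-100 was preincubated with compounds for 15 min at room temperature. Nitrocefin was then added from an 800 uM solution, and hydrolysis was followed at 480 nm.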
HCMV antiviral: human cytomegalovirus inhibition; hit rate 4.5% among 410,000; activity change, negative = inhibition, % at 57.5 µM; AID 1259415; HFF cells, HCMV-luciferase reporter, 72 h; hits give low values; in the data active = activity change below about -60%; inconclusive = no clear call, values can overlap the other calls; inactive = above about -39%; also: % is scaled to controls: 0 for no effect and ±100 for the full control effect
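Cell-based, HFFs, 1000 cells/well, 16 h 37C; cpds in DMSO + HCMV-luc, MOI 1 PFU/cell; 72 h 37C; OneGlo luminescence after 5 min RT; norm. to buffer vs Salinomycin 10uM.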
CHX counter: affects cycloheximide protein synthesis inhibition readout, counter-screen; max response, %; AID 2314; cell reporter, cycloheximide protein synthesis inhibition counterscreen; hit rate 12% among 300,000; in the data active = max response mostly above about 13%, no sharp cut-off; inactive = mostly below about 14%; also: read at 38.3 µM for the half of the compounds with a filed dose; 0% is about no effect
Shiga inhibitor: Shiga toxin inhibition | inhibition, % at 38.7 µM | AID 2315 | hit rate 9.2% among 290,000 | Vero cells, Shiga toxin protein synthesis inhibition reporter; in the data active = inhibition mostly above about 28%, no sharp cut-off; inactive = mostly below about 43%; also: 0% is about no effect
AMA1-RON2 inh: disrupts binding of P. falciparum AMA1 to RON2 | AlphaScreen AMA1-biotinylated RON2 peptide binding | Potency, µM (highest dose often 58.2 µM), without a hit: top-dose activity change, negative = inhibition, hits mostly inhibitors | hit rate 0.2% among 360,000 | AID 720542;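 also: potency is read from the fitted curve at half-maximal effect; 0% = vehicle wells and -100% = peptide control; nearly all actives have a fitted effect of over 45% in size; some results filed as inactive show a strong effect at the top dose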
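AMA1 (3D7) with his tag at 25 nM final met compounds first, then biotinylated RON2 peptide at 25 nM; detection used donor plus acceptor beads, 10 µg/mL apiece, read by AlphaScreen after 30 min at room temperature.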
AmpC inh no detg: inhibitors of E. coli AmpC beta-lactamase without detergent; AmpC nitrocefin hydrolysis, absorbance 480 nm, 0.0001% Triton; Potency, µM (series often up to 57.1 µM), for inactives: at the highest dose activity change, negative = inhibition, usual class: inhibitors; hit rate 0.52% among 330,000; AID 485341;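 also: potency is read from the fitted curve at half-maximal effect; plate controls were no compound for no effect and no enzyme for full effect; nearly all actives have a fitted effect of over 20% in size; some results filed as inactive show a strong effect at the top dose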
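20 mM phosphate pH 7.0 + 0.01% (detergent screen) or 0.0001% Triton X-100; 5.3 nM AmpC reagent; cpd preinc 15 min RT; nitrocefin (800 uM stock) to start; A480 q20 s × 4 min; Activity was normalised to no-enzyme and no-compound control wells.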
FBPA Giardia inh: Giardia lamblia aldolase inhibition. purified Giardia FBPA. Potency, µM (series often up to 59.6 µM), for the others: at the top dose activity, negative = inhibition, actives largely listed as inhibitors. hit rate 0.71% among 290,000; also: potency is read from the fitted curve at half-maximal effect; % is scaled to controls: 0 for no effect and ±100 for the full control effect; nearly all actives have a fitted effect of over 55% in size
Target sequence (A8B2U2 whole entry, looked up): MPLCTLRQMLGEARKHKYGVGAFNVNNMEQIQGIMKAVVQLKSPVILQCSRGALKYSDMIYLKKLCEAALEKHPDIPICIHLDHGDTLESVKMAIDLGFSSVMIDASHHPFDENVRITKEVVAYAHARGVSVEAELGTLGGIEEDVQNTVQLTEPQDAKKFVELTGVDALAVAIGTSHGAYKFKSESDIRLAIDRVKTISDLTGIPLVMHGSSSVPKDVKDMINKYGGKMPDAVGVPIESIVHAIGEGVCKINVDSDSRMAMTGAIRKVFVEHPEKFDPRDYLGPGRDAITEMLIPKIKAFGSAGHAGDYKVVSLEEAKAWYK
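40 nM FBPA preincubated 10 min at RT with compound (up to 57.5 uM final), then substrate plus GAPDH/TPI/NAD/arsenate coupling and diaphorase/resazurin added. Fluorescence read after 20 min at RT, 525/598 nm.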
* = called active by the depositor; [ ] = dose if it differs, or a comment. Unless noted, calls follow the shape of the dose curve; as a rule, active = well fitted curve in the direction sought with a large enough effect; inconclusive = small, poorly fitted or top-dose-only effect, or another doubt; inactive = no such curve, though single readings can be large; an effect the other way counts as inactive or inconclusive.

Results for CSCC[C@H](NC(=O)[C@H](Cc1ccc(OS(=O)(=O)O)cc1)NC(=O)[C@@H](N)CC(=O)O)C(=O)NCC(=O)N[C@@H](Cc1c[nH]c2ccccc12)C(=O)N[C@@H](CCSC)C(=O)N[C@@H](CC(=O)O)C(=O)N[C@@H](Cc1ccccc1)C(N)=O ?
CHX counter: 8; Shiga inhibitor: -8; FBPA Giardia inh: -6%

What do the screens show for `CN(CC(=O)Nc1ccccc1Cl)C(=O)Cn1cnc2ccc(Cl)cc2c1=O`?
AmpC inh detg: 3%; HCMV antiviral: 32; AMA1-RON2 inh: -1%[11.6 µM]; AmpC inh no detg: -12%

How did Cc1ccc(NC(=O)c2nc[nH]c2C(=O)N[C@@H](C)c2ccccc2)cc1 do in these assays?
AmpC inh detg: 11%; HCMV antiviral: inconclusive; CHX counter: -2; Shiga inhibitor: -13; AMA1-RON2 inh: 107%[activator]; AmpC inh no detg: 5%; FBPA Giardia inh: inconclusive

What do the screens show for `CCOCC(=O)Nc1c(C(=O)Nc2ccccc2OC)oc2ccccc12`?
AmpC inh detg: 3%; HCMV antiviral: 24; CHX counter: 10; Shiga inhibitor: 25; AMA1-RON2 inh: -7%; AmpC inh no detg: -15%; FBPA Giardia inh: 1%

How did Cc1oc(-c2cccc(Cl)c2)nc1CS(=O)(=O)CC(=O)NCc1ccco1 do in these assays?
AmpC inh detg: -12%; HCMV antiviral: -39; CHX counter: 6; Shiga inhibitor: 7; AMA1-RON2 inh: -3%; AmpC inh no detg: 40%; FBPA Giardia inh: 13%

How did Cc1ccc(C(C)C)c(OCC(=O)Nc2sc3c(c2C#N)CC(C)(C)NC3(C)C)c1 do in these assays?
AmpC inh detg: 2%; CHX counter: -5; Shiga inhibitor: -12; AMA1-RON2 inh: 4%; AmpC inh no detg: -4%; FBPA Giardia inh: 10%

What do the screens show for `Cc1ccc(S(=O)(=O)N2[C@@H](c3ccc(C(C)(C)C)cc3)C(C(=O)O)=CC[C@H]2c2cccs2)cc1`?
HCMV antiviral: 5; AMA1-RON2 inh: 23%; AmpC inh no detg: -6%

What do the screens show for `N#C/C(=C1/CCCCCN1)c1nc2ccccc2[nH]1`?
AmpC inh detg: -7%; HCMV antiviral: 100; CHX counter: 122*; Shiga inhibitor: 44*; AMA1-RON2 inh: -5%; AmpC inh no detg: -13%; FBPA Giardia inh: -4%

How did COc1ccccc1/C=C/C(=O)OCC(=O)N1CCc2ccccc21 do in these assays?
AmpC inh detg: inconclusive; HCMV antiviral: 5; AMA1-RON2 inh: 1%; AmpC inh no detg: -27%

What do the screens show for `BrC(=C\c1ccccc1)/C=N/N1CCN(c2ccccc2)CC1`?
AmpC inh detg: 0%; HCMV antiviral: -8; CHX counter: 14; Shiga inhibitor: 46; AMA1-RON2 inh: 13%; AmpC inh no detg: -19%; FBPA Giardia inh: -18%

Results for c1ccc(CNc2nc(-c3ccccn3)nc3ccccc23)cc1 ?
AmpC inh detg: 1%; HCMV antiviral: -97*; CHX counter: -3; Shiga inhibitor: -9; AMA1-RON2 inh: 12%; AmpC inh no detg: -15%; FBPA Giardia inh: 23%

What do the screens show for `Cc1ccc(-n2ccnc2SCC(=O)O)c(C)c1`?
AmpC inh detg: -4%; HCMV antiviral: -12; CHX counter: -4; Shiga inhibitor: 17; AMA1-RON2 inh: 2%; AmpC inh no detg: -22%; FBPA Giardia inh: 16%

Results for CC1CCN(S(=O)(=O)c2ccc(C(=O)Nc3ncccc3O)cc2)CC1 ?
AmpC inh detg: -13%; HCMV antiviral: inconclusive; CHX counter: 7; Shiga inhibitor: 6; AMA1-RON2 inh: 36%[activator]; AmpC inh no detg: -19%

How did O=C(NCc1ccccc1Cl)c1ccc2c(c1)OCO2 do in these assays?
AmpC inh detg: 3%; HCMV antiviral: -34; CHX counter: 18*; Shiga inhibitor: 32*; AMA1-RON2 inh: -9%; AmpC inh no detg: -22%

Results for COc1cccc(C(=O)C2CCCN(C(=O)c3ccccc3Cl)C2)c1 (stereo unspecified) ?
AmpC inh detg: 3%; HCMV antiviral: -14; CHX counter: 15; Shiga inhibitor: 13; AMA1-RON2 inh: 2%; AmpC inh no detg: 15%; FBPA Giardia inh: 11%

Results for Cc1nnc(NC(=O)c2ccc(S(=O)(=O)N(C)Cc3ccccc3)cc2)o1 ?
AmpC inh detg: -13%; CHX counter: 1; Shiga inhibitor: 16; AMA1-RON2 inh: 33%[activator]; AmpC inh no detg: -20%; FBPA Giardia inh: inconclusive

Results for CN(Cc1ccccc1)C(=O)c1cccc(NC(=O)Cc2ccc([N+](=O)[O-])cc2)c1 ?
HCMV antiviral: -36; AMA1-RON2 inh: -5%; AmpC inh no detg: -21%

How did CC(=O)Nc1ccc(NC(=O)COC(=O)CCCc2c[nH]c3ccccc23)cc1 do in these assays?
AmpC inh detg: inconclusive; HCMV antiviral: 14; AMA1-RON2 inh: -7%; AmpC inh no detg: -19%

Results for CCCCN(C)C(=O)c1cc2cc3ccc(OC)cc3nc2s1 ?
AmpC inh detg: inconclusive; HCMV antiviral: 50; CHX counter: 25*; Shiga inhibitor: 57*; AMA1-RON2 inh: 20%; AmpC inh no detg: -2%; FBPA Giardia inh: -6%

What do the screens show for `Cc1cccc(C)c1NC(=O)CN1CCN(C(=O)CN2C(=O)NC3(CCCCC3C)C2=O)CC1` (stereo unspecified)?
AmpC inh detg: -12%; HCMV antiviral: -32; AMA1-RON2 inh: 0%; AmpC inh no detg: 28%

Results for COCCn1nnnc1C(c1cccc(C#N)c1)N1CCCCCC1 (stereo unspecified) ?
AmpC inh detg: -9%; HCMV antiviral: 33; CHX counter: -7; Shiga inhibitor: -11; AMA1-RON2 inh: -2%; AmpC inh no detg: -2%; FBPA Giardia inh: 2%

Results for Cc1ccc(CNC(=O)C2(C(F)(F)F)C/C(=C\CCO)CCCO2)o1 (stereo unspecified) ?
CHX counter: 7; Shiga inhibitor: -7; FBPA Giardia inh: 2%

Results for O=C(OCC(=O)N1CCCC1=O)c1ccc(O)cc1O ?
AmpC inh detg: inconclusive; HCMV antiviral: -28; AMA1-RON2 inh: -3%; AmpC inh no detg: -12%

What do the screens show for `O=C(O)c1cccc(Nc2ccc3nonc3c2[N+](=O)[O-])c1`?
AmpC inh detg: 3%; HCMV antiviral: -3; CHX counter: -4; Shiga inhibitor: -3; AMA1-RON2 inh: -1%; AmpC inh no detg: 4%; FBPA Giardia inh: 3%

How did CCCCCCn1nc(C(=O)N(CCOC)c2c(N)n(CCCC)c(=O)[nH]c2=O)c2ccccc2c1=O do in these assays?
AmpC inh detg: 2%; HCMV antiviral: -25; AMA1-RON2 inh: 73%[activator]; AmpC inh no detg: 62%[activator]

How did COc1ccc(CCNc2cc(C)nc3c(-c4ccccc4OC)cnn23)cc1OC do in these assays?
AmpC inh detg: -8%; CHX counter: 11; Shiga inhibitor: -10; AMA1-RON2 inh: 52%[activator]; AmpC inh no detg: 119%[activator]; FBPA Giardia inh: -12%

How did COc1ccc(S(=O)(=O)N2CCN(Cc3ccc(OC)c(OC)c3)CC2)cc1 do in these assays?
AmpC inh detg: -11%; HCMV antiviral: -33; CHX counter: 1; Shiga inhibitor: -21; AMA1-RON2 inh: -10%; AmpC inh no detg: 51%; FBPA Giardia inh: 13%

Results for Cc1cc(Cl)c(OCCCSc2nc(C)cc(=O)[nH]2)c(Br)c1 ?
AmpC inh detg: -7%; HCMV antiviral: 17; CHX counter: -2; Shiga inhibitor: 10; AMA1-RON2 inh: 1%; AmpC inh no detg: -26%; FBPA Giardia inh: 6%

Results for N/C(=N\OC(=O)c1cccc(F)c1)c1ccccc1 ?
AmpC inh detg: 7%; HCMV antiviral: 46; CHX counter: 88*; Shiga inhibitor: 93*; AMA1-RON2 inh: 65%[activator]; AmpC inh no detg: -15%; FBPA Giardia inh: -1%

How did O=C(NNC(=O)c1ccc([N+](=O)[O-])cc1)c1ccncc1 do in these assays?
AmpC inh detg: -16%; HCMV antiviral: -13; CHX counter: 1; Shiga inhibitor: -12; AMA1-RON2 inh: -24%; AmpC inh no detg: -13%; FBPA Giardia inh: 0%

Results for Cc1cc([N+](=O)[O-])c(C)cc1-c1ccc(/C=N/NC(=O)c2cccnc2)o1 ?
AmpC inh detg: -1%; HCMV antiviral: 0; CHX counter: 5; Shiga inhibitor: 20; AMA1-RON2 inh: 39%[activator]; AmpC inh no detg: -44%; FBPA Giardia inh: inconclusive

Results for Cn1cc(Br)c(C(=O)NNC(=O)Cc2ccc(Cl)cc2)n1 ?
AmpC inh detg: -14%; HCMV antiviral: 5; CHX counter: -2; Shiga inhibitor: 1; AMA1-RON2 inh: 116%[activator]; AmpC inh no detg: -4%; FBPA Giardia inh: 3%

How did CCOc1ccc(CCN2CN(C3CCCCC3)CNC2=S)cc1OCC do in these assays?
AmpC inh detg: 4%; HCMV antiviral: 76; CHX counter: 1; Shiga inhibitor: -6; AMA1-RON2 inh: -12%; AmpC inh no detg: 66%[activator]; FBPA Giardia inh: 1%

What do the screens show for `Cc1cc(C(=O)OCC(=O)Nc2ccccc2C(F)(F)F)on1`?
HCMV antiviral: -26; AMA1-RON2 inh: inconclusive; AmpC inh no detg: -2%

Results for Fc1ccc(OCc2nnc(SCCN3CCOCC3)o2)cc1 ?
AmpC inh detg: 0%; HCMV antiviral: -5; CHX counter: 12; Shiga inhibitor: -12; AMA1-RON2 inh: inconclusive; AmpC inh no detg: 3%; FBPA Giardia inh: 3%

Reprinted at random: five records from the list
Results for CC1CCN(S(=O)(=O)c2ccc(C(=O)Nc3ncccc3O)cc2)CC1 ?
AmpC inh detg: -13%; HCMV antiviral: inconclusive; CHX counter: 7; Shiga inhibitor: 6; AMA1-RON2 inh: 36%[activator]; AmpC inh no detg: -19%

Results for Cc1ccc(CNC(=O)C2(C(F)(F)F)C/C(=C\CCO)CCCO2)o1 (stereo unspecified) ?
CHX counter: 7; Shiga inhibitor: -7; FBPA Giardia inh: 2%

What do the screens show for `Cc1ccc(S(=O)(=O)N2[C@@H](c3ccc(C(C)(C)C)cc3)C(C(=O)O)=CC[C@H]2c2cccs2)cc1`?
HCMV antiviral: 5; AMA1-RON2 inh: 23%; AmpC inh no detg: -6%

Results for O=C(OCC(=O)N1CCCC1=O)c1ccc(O)cc1O ?
AmpC inh detg: inconclusive; HCMV antiviral: -28; AMA1-RON2 inh: -3%; AmpC inh no detg: -12%

What do the screens show for `Cc1cccc(C)c1NC(=O)CN1CCN(C(=O)CN2C(=O)NC3(CCCCC3C)C2=O)CC1` (stereo unspecified)?
AmpC inh detg: -12%; HCMV antiviral: -32; AMA1-RON2 inh: 0%; AmpC inh no detg: 28%
